FXIa inh – inhibitors of human coagulation factor XIa; inhibition, % at 10 µM; 0.3% of 33,000 active; P03951; purified human FXIa, fluorogenic AMC substrate cleavage;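 active = inhibition above 40% in the primary screen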;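 also: 0% = enzyme without compound and 100% = blank wells lacking enzyme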
Target sequence (P03951 19-387 limits assumed): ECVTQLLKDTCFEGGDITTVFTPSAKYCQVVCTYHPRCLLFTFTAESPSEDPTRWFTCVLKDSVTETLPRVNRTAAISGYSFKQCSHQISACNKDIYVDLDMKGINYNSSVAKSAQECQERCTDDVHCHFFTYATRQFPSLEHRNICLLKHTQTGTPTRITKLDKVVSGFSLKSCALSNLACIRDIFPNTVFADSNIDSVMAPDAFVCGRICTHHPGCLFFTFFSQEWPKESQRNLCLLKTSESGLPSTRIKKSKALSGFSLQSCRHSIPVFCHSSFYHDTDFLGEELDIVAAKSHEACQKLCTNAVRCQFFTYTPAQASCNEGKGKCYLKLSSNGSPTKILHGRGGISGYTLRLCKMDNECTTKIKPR
Target sequence (P03951 388-625 limits assumed): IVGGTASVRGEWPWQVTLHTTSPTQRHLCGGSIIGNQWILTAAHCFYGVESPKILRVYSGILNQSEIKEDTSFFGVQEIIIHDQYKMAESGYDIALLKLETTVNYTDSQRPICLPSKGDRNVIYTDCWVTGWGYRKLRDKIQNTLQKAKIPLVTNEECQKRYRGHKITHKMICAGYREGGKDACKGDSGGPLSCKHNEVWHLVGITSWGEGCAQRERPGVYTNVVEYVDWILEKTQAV
FXIIa inh – inhibitors of human coagulation factor XIIa; purified human FXIIa, AMC substrate fluorescence, 2 h; inhibition, % at 10 µM; 0.2% of 33,000 active; in the data active = inhibition above about 30%;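 also: 0% = enzyme with vehicle only and 100% = no enzyme blank; many of its hits are not listed in these tables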
* marks the source's active call; other numbers are inactive results. An excerpt; rates above refer to the full screens.

cpd | SMILES | FXIa inh | FXIIa inh
1 | Cc1ccc(-c2ccc(/C=N/N=C3/NC(=O)C(CC(=O)O)S3)o2)c([N+](=O)[O-])c1 (stereo not drawn) | 3 | 8
2 | COCC(C)NC(=O)c1cc(-c2ccc(OC)c(OC)c2)on1 (stereo not drawn) | -6 | 6
3 | Nc1ccc(S(=O)(=O)NC(=O)c2ccccc2)cc1 | 4 | 3
4 | COc1ccc(-c2cc(C(F)(F)F)n3nc(C(=O)NCc4ccco4)c(Cl)c3n2)cc1 | 23 | 4
5 | C=CCn1c(SCC(=O)NCc2ccco2)nnc1-c1ccc2ccccc2n1 | 0 | 9
6 | CCN(CC)c1ccc(NC(=O)c2ccc(Br)o2)c(C)c1 | -1 | -13
7 | COc1ccc(C2CC(=O)C(C=NCCN3CCN(C(C)=O)CC3)=C(O)C2)cc1 (stereo not drawn) | 0 | 5
8 | Cc1ccc(NC(=O)c2cc(NC(=O)CCC(=O)O)ccc2N2CCCCC2)cc1 | 8 | 28
9 | O=C(c1cccc(F)c1)N1CCN(c2cccc(C(F)(F)F)c2)CC1 | -1 | -12
10 | CCOC(=O)c1cc(C#N)c(SCc2cccc3ccccc23)nc1C | 4 | 3
11 | Cc1cccc2cc(C(c3nnnn3CC3CCCO3)N3CCCC4(CCCCC4)C3)c(=O)[nH]c12 (stereo not drawn) | 3 | 3
12 | O=C(O)CN1C(=O)c2ccc(Oc3cccc4c3C(=O)N(CC(=O)O)C4=O)cc2C1=O | 9 | 13
13 | Cc1ccc(N2C(=O)CSC2c2c(F)cccc2Cl)cc1 (stereo not drawn) | -14 | 6
14 | O=C1CSC(c2cn(-c3ccccc3)nc2-c2cc3ccccc3oc2=O)N1Cc1cccnc1 (stereo not drawn) | -2 | 3
15 | Fc1ccc(N2CCN(c3ncnc4c3nnn4Cc3ccccc3Cl)CC2)cc1 | 6 | 5
16 | CN(C)CCCNS(=O)(=O)c1cc(Cl)ccc1Cl | -2 | -10
17 | COc1cc(CNC2CCCCCC2)cc(OC)c1OC | 2 | 10
18 | CC1CCCC(C)N1S(=O)(=O)c1ccc(NC(=O)CCn2cnc3ccccc3c2=O)cc1 (stereo not drawn) | 0 | -3
19 | Cc1cc(N2CCOCC2)nc2ccccc12 | 5 | 2
20 | CC(C)(C)n1nc2c(c1NC(=O)c1ccc(S(=O)(=O)N3CCCC3)cc1)CSC2 | -11 | -10
21 | Cc1ccc(N=C2CCCN2Cc2ccccc2)c(C#N)c1 | -1 | -12
22 | CN(C)S(=O)(=O)c1ccc(NC(=O)c2c(F)cccc2Cl)cc1 | -11 | 17
23 | Nc1nc2ccccc2n1/N=C/c1cccnc1 | 1 | 5
24 | CC(C)N(C#N)c1nc(N2CCOCC2)nc(N2CCOCC2)n1 | -2 | 10
25 | CCc1nnc(NC(=O)c2cc(-c3ccccc3)nn2-c2ccccc2)s1 | 5 | 2
26 | COCCn1c(C)cc(C(=O)CSc2nncn2-c2ccccc2)c1C | 0 | -14
27 | S=C1NC2=C(C(c3ccc(Br)cc3)N1)N1CCC2CC1 (stereo not drawn) | 2 | 10
28 | O=C(COc1ccc(Cl)cc1)Nc1nc(-c2ccc(S(=O)(=O)N3CCOCC3)cc2)cs1 | -3 | 20
29 | COc1ccc(NC(=O)c2cccnc2C(=O)O)c(OC)c1 | 0 | 6
30 | COc1ccc(C2(C(=O)Nc3nncs3)CCCC2)cc1 | -1 | -16
31 | CSc1ccccc1NC(=O)Nc1ccc(Cl)cc1 | 1 | -3
32 | O=C(/C=C/c1ccccc1)CC(O)(c1ccccc1)C(F)(F)F (stereo not drawn) | -4 | 3
33 | COc1ccccc1-n1c(CNc2ccc(F)cc2)nnc1SCC(=O)Nc1cc(C)on1 | 0 | -14
34 | CCOc1ccc(NC(=S)/C(=C(\[O-])c2ccc(C)c([N+](=O)[O-])c2)[n+]2ccccc2)cc1 | 2 | 8
35 | COC(=O)C1CCN(c2cc(=O)n(Cc3ccc(F)cc3)c(=O)[nH]2)CC1 | -5 | 1
36 | OCCN1CCOCCOCCN(CCO)CCN(CCO)CC1 | 30 | -11
37 | O=c1[nH]c(CN2CCCCC2)nc2ccccc12 | -10 | 7
38 | Cc1ccc(CSc2nc3c(c(=O)[nH]2)CCC3)cc1 | 1 | 8
39 | O=C(CCCN1C(=O)c2ccccc2C1=O)N1CCN(c2ccccn2)CC1 | 0 | 6
40 | CCCOc1c(Br)cc(C(=O)NCC)cc1OC | 4 | 17
41 | O=C(O)CSc1nnc(C2CC2)n1-c1ccccc1 | 0 | 6
42 | O=C(NC1CCCC1)c1cc2c(ccc3ccccc32)o1 | 15 | -12
43 | COC(=O)CNC(=O)c1cccc(F)c1 | 5 | 11
44 | O=C(NCC1CCCO1)C1CC(c2ccc(Cl)c(Cl)c2)=NO1 (stereo not drawn) | -3 | 6
45 | CCOC(=O)c1[nH]c2ccccc2c1NC(=O)NC1CCCCC1 | -2 | 2
46 | Cc1cc(C)c(C)c(OCC(=O)O/N=C(\N)c2ccccn2)c1 | 0 | 6
47 | Cc1cccc(OCCCn2c(=O)sc3ccccc32)c1 | 6 | 3
48 | COc1ccc2sc(NC(=O)CC(C)C)nc2c1 | -4 | -3
49 | O=C(Nc1ccccc1)OCC1CCCN2CCCCC12 (stereo not drawn) | -4 | 1
50 | CCOC(=O)C1(c2csc(N)n2)COC(=O)C1 (stereo not drawn) | 3 | 6
51 | O=C1Nc2ccc(S(=O)(=O)NCc3ccccn3)c3cccc1c23 | 3 | -6
52 | Cc1nn(C)c(C)c1CNC(=O)c1cc2n(n1)C(C(F)(F)F)CC(c1cccs1)N2 (stereo not drawn) | -2 | 1
53 | Cc1ccccc1Nc1nc(N)nc(CSc2nnc(-c3ccccc3)n2C)n1 | -5 | 4
54 | Cc1cc(C)cc(C(=O)NCCn2cc(SCC(=O)N3CCOCC3)c3ccccc32)c1 | 0 | 5
55 | O=C(COc1ccc(S(=O)(=O)N2CCCC2)cc1)NCCC1=CCCCC1 | -1 | 3
56 | O=c1[nH]c(SCc2ccccc2)nnc1-c1ccccc1 | 0 | 3
57 | C=CCn1c(C)cc(C(=O)CSc2ccc(NC(C)=O)cc2)c1C | -3 | 4
58 | S=C1CCSc2ccc(Cl)cc2N1 | -11 | -14
59 | CCc1ccccc1NS(=O)(=O)c1ccc(SC)cc1 | 4 | 3
60 | O=C(CN(c1ccc(Cl)cc1)S(=O)(=O)c1ccccc1)N1CCN(c2ccccc2)CC1 | 9 | 4

Molecules from the list above that have bromine:
cpd | SMILES | FXIa inh | FXIIa inh
6 | CCN(CC)c1ccc(NC(=O)c2ccc(Br)o2)c(C)c1 | -1 | -13
27 | S=C1NC2=C(C(c3ccc(Br)cc3)N1)N1CCC2CC1 (stereo not drawn) | 2 | 10
40 | CCCOc1c(Br)cc(C(=O)NCC)cc1OC | 4 | 17

Next compounds follow.
Values run as follows: FXIa inh	FXIIa inh
61. Cc1cccc(NC(=O)CSc2ncnc3c2oc2ccccc23)c1
  10	6
62. COc1ccc(C)cc1N(C)C(=O)c1coc(=O)c2ccccc12
  3	2
63. CC1CCC(N2CC(=O)N(Cc3ccc4c(c3)OCO4)C(c3ccc(F)cc3)C2=O)CC1 (stereo not drawn)
  1	4
64. Cc1ccc(S(=O)(=O)Nc2nc(C)c(NC(=O)OCCCl)s2)cc1
  -3	2
65. Cn1c(=O)[nH]c(=O)c2c1nc(CN1CCN(c3ccccc3F)CC1)n2CCCc1ccccc1
  3	-15
66. Cc1cc(C)cc(OCC(=O)Nc2ccccc2N2CCCCC2)c1
  5	-6
67. O=C(O)Cn1c(O)c(C=Nc2ccccc2)sc1=S
  -3	7
68. CCCCS(=O)(=O)CC(COc1ccccc1)OC(=O)c1ccccc1 (stereo not drawn)
  -3	4
69. O=C(COc1ccc(Cl)cc1Cl)OCn1nnc2ccccc2c1=O
  -1	15
70. COc1ccc(-c2c(C)n([O-])c3c([n+]2=O)CCCC3)cc1
  -7	4
71. CC(C)(C)c1csc(NC2=NS(=O)(=O)c3ccccc32)n1
  6	7
72. COc1ccc(C(C[N+](=O)[O-])c2c(-c3ccccc3)cc3ccccn23)cc1OC (stereo not drawn)
  8	2
73. N#CCc1nc2c3c4c(sc3ncn2n1)CCCC4
  6	8
74. COc1ccc(CN(C)C(=O)COC(=O)c2ccc3c(c2)OCO3)cc1OC
  -1	1
75. CN1C(=O)C2(c3ccccc31)N(C)CC(c1ccccc1)C21SC(=S)N(Cc2ccco2)C1=O (stereo not drawn)
  -3	5
76. Cc1cc(C)n(-c2nc3ccccc3c(=O)n2OCc2ccc(Cl)cc2)n1
  -8	8
77. Cc1nn(Cc2ccc(Cl)c(Cl)c2)c(C)c1NC(=O)c1noc2c1CCCCC2
  -2	7
78. COc1ccc(OCCSc2nnc(C)n2-c2ccccc2)cc1
  2	-16
79. Cc1occc1C(=O)Nc1nnc(-c2ccncc2)s1
  -2	6
80. CCOc1ccc2[nH]cc(C(=O)N3CCN(C4CCCCC4)CC3)c(=O)c2c1
  -1	1
81. Cc1ccc(-c2cc(C(=O)Nc3cnn(C45CC6CC(CC(C6)C4)C5)c3)no2)cc1
  1	4
82. N#CC1=C(N)Oc2n[nH]c(-c3ccccc3)c2C12C(=O)Nc1ccccc12 (stereo not drawn)
  9	5
83. CC(C)(C)c1cnnn1-c1ccc(C(=O)CCl)cc1
  -10	10
84. Cc1cc(C)c(S(=O)(=O)NCc2ccc3c(c2)cc(C)n3C)c(C)c1
  0	2
85. CCOC(=O)C1CCCN(Cc2cccs2)C1 (stereo not drawn)
  2	1
86. CC1CCCC(C)N1C(=O)CSc1nnnn1-c1cccc2c1CCCC2 (stereo not drawn)
  0	-14
87. CCOc1ccc(C2/C(=C(/O)c3ccccc3)C(=O)C(=O)N2CCCN(C)C)cc1OC (stereo not drawn)
  -15	7
88. COc1ccnc(CSC(N)=Nc2ccc(F)cc2)c1
  -3	2
89. Brc1cccc(/C=N\n2cnnc2)c1
  2	4
90. Cc1ccc2oc(-c3cccc(NC(=O)c4ccc(Br)o4)c3)nc2c1
  -2	9

Copied from the list:
Entry of `O=C(O)Cn1c(O)c(C=Nc2ccccc2)sc1=S` under FXIa inh: -3
Entry of `O=C(COc1ccc(Cl)cc1Cl)OCn1nnc2ccccc2c1=O` under FXIa inh: -1
Entry of `Cc1cc(C)c(S(=O)(=O)NCc2ccc3c(c2)cc(C)n3C)c(C)c1` under FXIa inh: 0
Entry of `Cc1nn(Cc2ccc(Cl)c(Cl)c2)c(C)c1NC(=O)c1noc2c1CCCCC2` under FXIa inh: -2
Entry of `Cc1cccc(NC(=O)CSc2ncnc3c2oc2ccccc23)c1` under FXIa inh: 10
Entry of `COc1ccc(C(C[N+](=O)[O-])c2c(-c3ccccc3)cc3ccccn23)cc1OC` (stereo not drawn) under FXIIa inh: 2

Next part.
Values run as follows: FXIa inh	FXIIa inh
91. Clc1ss/c(=N\c2ccccn2)c1Cl
  6	8
92. COc1ccccc1CNC(=O)c1cnccn1
  6	9
93. O=C(Nc1ccccc1)N(C1=NCCC1)c1ccc(OC(F)F)cc1
  4	-2
94. Cc1c(-c2ccccc2)sc(Br)c1C(=O)N1CCOCC1
  13	5
95. CCC(c1nnnn1CCOC)N(Cc1cc2c(C)cc(C)cc2[nH]c1=O)CC1CCCO1 (stereo not drawn)
  -17	-3
96. Cc1nnc(SCCCN2C(=O)c3ccccc3C2=O)o1
  9	6
97. O=C(c1cc2ccccc2o1)c1nc2c(n1O)CCCCC2
  3	14
98. O=C(c1ccco1)N1CCN(c2ncnc3c2[nH]c2ccccc23)CC1
  -3	6
99. COc1cccc(C(=O)Cn2c(NCCO)nc3ccccc32)c1
  0	10
100. O=C(CN1C(=O)c2cccc3cccc1c23)N1CCN(c2ccc(F)cc2)CC1
  6	9
101. CCOC(=O)c1c(C)[nH]c(C(=O)C(C)Sc2ccc(Cl)cc2)c1C (stereo not drawn)
  27	-11
102. O=C(CN1CCOCCOCCOCCOCC1)Nc1ccccc1
  31	-12
103. Cn1c(=O)n(Cc2ccccc2)c(=O)c2c1nc(NCC1CCCO1)n2Cc1ccccc1 (stereo not drawn)
  4	9
104. CC(=O)C1=C(O)C(=O)N(c2nccs2)C1c1ccc(Br)cc1 (stereo not drawn)
  -7	4
105. CN1C(=O)CSc2ccc(NC(=O)NCc3cccnc3)cc21
  4	4
106. CCOCC(=O)Nc1nc(-c2ccccc2)c(CC)s1
  -5	3
107. O=C1CCN(N=Nc2cccc(Cl)c2)N1
  4	7
108. CCOC(=O)C1=C(CN2CCCCC2)NC(=O)NC1c1cc(C)ccc1C (stereo not drawn)
  17	-13
109. CCOC(=O)c1nnn(-c2nonc2-n2cccc2)c1CN1CCOCC1
  5	6
110. COc1cc(C2N(c3ccccc3)CCN2c2ccccc2)ccc1OC(C)=O
  0	9
111. CCOc1cccc(OCCCOc2ccccc2)c1
  -5	2
112. COc1cc(C(=O)NCc2nnc(SCC(=O)Nc3cccc(C)c3)o2)cc(OC)c1OC
  -10	-7
113. O=C(NCc1ccccn1)C1CC(c2ccc(F)cc2)=NO1 (stereo not drawn)
  7	8
114. CCOc1ccccc1C(=O)NC(C)c1ccc2c(c1)OCO2 (stereo not drawn)
  2	7
115. CSc1cccc(NC(=O)C2CCN(S(C)(=O)=O)CC2)c1
  2	5
116. COc1ccc(Cc2nnc(N)s2)cc1
  -16	7
117. O=C(CN1C(=O)CSc2ccccc21)Nc1ccc2c(c1)OCCO2
  7	7
118. O=C(OCCOc1ccc(Br)cc1)c1cnccn1
  -6	8
119. CCOc1cccc(/C(O)=C2/C(=O)C(=O)N(Cc3cccnc3)C2c2ccco2)c1 (stereo not drawn)
  5	8
120. COc1ccc(C2=CC(c3ccc(OC)c(OC)c3)NC(=S)N2)cc1 (stereo not drawn)
  10	3
121. COc1cccc(/C=N/n2nnnc2N)c1OCc1ccccc1Cl
  2	19
122. CCOc1ccc(-n2c(SCc3nc(-c4ccc(C)cc4)no3)nnc2-c2ccncc2)cc1
  -7	15
123. CC(C(=O)Nc1ccc2c(c1)OCCO2)N1CCN(C(=O)c2ccco2)CC1 (stereo not drawn)
  -10	7

Structures listed so far with a tert-butyl group:
Values run as follows: FXIa inh	FXIIa inh
20. CC(C)(C)n1nc2c(c1NC(=O)c1ccc(S(=O)(=O)N3CCCC3)cc1)CSC2
  -11	-10
71. CC(C)(C)c1csc(NC2=NS(=O)(=O)c3ccccc32)n1
  6	7
83. CC(C)(C)c1cnnn1-c1ccc(C(=O)CCl)cc1
  -10	10

Compound activity: PubChem BioAssay, PCMD
